High-throughput results: PubChem BioAssay, The Scripps Research Institute Molecular Screening Center
MITF primary = inhibitors of human MITF; O75030; AlphaScreen MITF homodimerization, bead proximity signal; inhibition, % at 2.6 µM; 0.91% of 650,000 active; in the data active = inhibition above about 50%;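 also: 0% = vehicle wells with protein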
Target sequence (O75030 whole entry, looked up): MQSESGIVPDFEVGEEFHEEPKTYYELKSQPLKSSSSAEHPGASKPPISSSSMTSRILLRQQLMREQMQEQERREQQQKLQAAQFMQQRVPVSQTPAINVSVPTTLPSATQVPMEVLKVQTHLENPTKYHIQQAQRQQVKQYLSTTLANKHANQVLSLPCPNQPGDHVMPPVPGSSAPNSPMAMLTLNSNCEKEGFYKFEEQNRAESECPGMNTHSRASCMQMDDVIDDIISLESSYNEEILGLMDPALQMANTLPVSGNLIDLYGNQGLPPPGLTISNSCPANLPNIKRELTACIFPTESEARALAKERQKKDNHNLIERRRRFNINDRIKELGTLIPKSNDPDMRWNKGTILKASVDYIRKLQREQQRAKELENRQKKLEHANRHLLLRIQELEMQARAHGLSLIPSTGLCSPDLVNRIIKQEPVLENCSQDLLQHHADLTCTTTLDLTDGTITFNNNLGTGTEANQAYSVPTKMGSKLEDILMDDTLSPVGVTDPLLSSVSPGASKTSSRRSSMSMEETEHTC
GPR151 activ = activates the human receptor GPR151; Q8TDV0; PathHunter beta-arrestin GPR151 cells, luminescence; activation, % at 11.2 µM; 1% of 650,000 active; in the data active = activation above about 4.9%;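 also: 0% = median of compound wells and 100% = cells with positive control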
Target sequence (Q8TDV0 whole entry, looked up): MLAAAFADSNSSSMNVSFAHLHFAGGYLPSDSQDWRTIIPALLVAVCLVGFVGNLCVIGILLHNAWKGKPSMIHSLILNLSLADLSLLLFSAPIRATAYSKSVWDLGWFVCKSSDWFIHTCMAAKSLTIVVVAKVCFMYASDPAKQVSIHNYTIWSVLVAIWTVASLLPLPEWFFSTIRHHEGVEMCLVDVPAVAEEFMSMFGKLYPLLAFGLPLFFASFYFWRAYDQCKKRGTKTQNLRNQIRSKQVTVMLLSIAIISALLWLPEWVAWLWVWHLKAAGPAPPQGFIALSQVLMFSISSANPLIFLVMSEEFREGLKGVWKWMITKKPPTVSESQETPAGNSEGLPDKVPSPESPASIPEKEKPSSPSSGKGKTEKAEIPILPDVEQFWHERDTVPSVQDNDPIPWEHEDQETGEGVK
TEAD-YAP block = TEAD-YAP interaction inhibition; HEK-TIYL cells, TEAD-Gal4/YAP UAS-luciferase luminescence; inhibition, % at 9.12 µM; 1.4% of 640,000 active; in the data active = inhibition above about 32%;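 also: 0% = median of test compound wells and 100% = reference inhibitor wells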
FBW7 act = activators of human E3 ligase FBW7; normalized activity (activation), % at 26.1 µM; AlphaScreen FBW7–phospho-cyclin E peptide binding, activator screen; 0.13% of 650,000 active; Q969H0; in the data active = normalized activity above about 1.9%;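 also: purified mutant Fbw7 with reduced substrate affinity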
Active calls of the source: *.

SMILES | MITF primary | GPR151 activ | TEAD-YAP block | FBW7 act
Cc1cccc(NC(=O)CN2C(=O)CSC2=O)c1 | 9 | -0.5 | 15 | 0.1
CC(=O)Nc1nc(C)c(-c2csc(Nc3cccc(C)c3)n2)s1 | -2 | -1.4 | -16 | -0.3
CC(C)C(OC(=O)c1ccco1)C(=O)NCCc1ccccc1 (stereo not given) | -5 | -0.2 | -1 | -0.2
CCCc1cc(=O)oc2cc(OCC(=O)OC(C)(C)C)ccc12 | 3 | 1.7 | 8 | 0.0
NS(=O)(=O)c1ccc(S(=O)(=O)NCC2CCCO2)cc1 (stereo not given) | -1 | -0.7 | 7 | 0.2
Cc1cc(C)cc(NC(=S)N(CCN2CCCCC2)Cc2ccco2)c1 | -1 | 0.4 | 1 | 0.0
O=C(CC1C(=O)N(c2ccccc2)C(=O)N1C1CCCCC1)Nc1ccccc1 (stereo not given) | 9 | 0.5 | 2 | 0.5
NC(=O)C(Cc1ccccc1)N1C(=O)C2C3C=CC(C3)C2C1=O (stereo not given) | 1 | 0.2 | 1 | -0.1
COc1ccc(OC)c(N=c2ssc3c2-c2cc(C)ccc2NC3(C)C)c1 | 8 | 0.9 | -3 | -0.2
O=c1[nH]c(N2CCCC2)nc2c1CCN(Cc1ccc3ncccc3c1)C2 | 5 | 0.4 | 6 | 0.7
CCCNc1nccc(-c2c(-c3ccc(F)cc3)nc3n2[C@@H](CO)C[C@H]3C)n1 | 0 | -0.2 | 8 | -0.4
CCCn1ncc(C(=O)N2C[C@H](C(=O)O)[C@@H](c3ccccc3F)C2)c1C | 2 | 1.5 | 9 | 0.1
CN(CCC(O)c1ccccc1)C(=O)Cn1nnnc1CN1CCCCCC1 (stereo not given) | 5 | -0.7 | 9 | 0.1
Cc1cc2cc(CN(CCCO)C(=O)Nc3ccc(F)cc3)c(=O)[nH]c2cc1C | 13 | -0.4 | 13 | -0.1
CCn1c(SCC(=O)Nc2nc(C)cs2)nnc1-c1ccc(C)cc1 | 17 | 1.0 | 4 | 0.0
CC(=O)Oc1ccc(C(=O)N2CCN(Cc3ccccc3)CC2)cc1 | -2 | 2.0 | 6 | -0.3
CCCNc1cc(Nc2ccnn2C)ncn1 | 6 | 0.6 | 2 | 0.0
Cc1cc(N=Cc2ccc([N+](=O)[O-])o2)ccc1S(=O)(=O)O | 58* | 0.4 | 2 | -0.3
CCc1nn(CC(=O)N2CCCC2)c(=O)c2cc3oc(C)cc3n12 | 18 | -0.6 | 4 | 0.2
COc1ccc(Br)cc1/C=N\NC(=O)c1cnccn1 | -8 | -1.5 | -1 | -0.1
Clc1ccc(OCCCN2CCOCC2)c2ccccc12 | 34 | 0.6 | -18 | -0.2
O=C(O)CCC(NC(=O)/C(=C/c1ccc2c(c1)OCO2)NC(=O)c1ccccc1)C(=O)O (stereo not given) | 5 | 0.7 | -5 | 0.0
Cc1ccc(/C(O)=C2\C(=O)C(=O)N(c3ccccn3)C2c2ccc(Cl)cc2)cc1 (stereo not given) | 3 | 0.1 | -6 | -0.1
COc1cc(/C=N/Nc2ccc3ccccc3n2)ccc1O | -6 | -2.0 | -59 | -0.3
N#Cc1cc2c(nc1SCC(=O)N1CCOCC1)CCCCC2 | -5 | -0.5 | 83* | 0.0
Cc1cc(=O)[nH]c(SCC(=O)C2CC2)n1 | -13 | 0.8 | 6 | 0.0
COc1ccc(N2CCn3c(SCc4cccc(Cl)c4)nnc32)cc1 | 5 | 0.9 | 7 | 0.0
CC[n+]1cccc(-c2nc3ccccc3s2)c1 | 15 | 0.4 | 21 | 0.2
O=C(c1ccccc1)N1CC(COc2ccccc2)OC(c2ccoc2)O1 (stereo not given) | 2 | 1.6 | 4 | -0.2
CNc1nc2ccc(C)cn2c(=O)c1/C=N/O | -12 | -1.8 | -4 | -0.2
NC(=O)C1(N2CCCCC2)CCN(S(=O)(=O)c2cc(Br)c(Br)s2)CC1 | 13 | -0.3 | 10 | 0.3
COC(=O)C1=C(C)Nc2nnnn2C1c1ccccc1Cl (stereo not given) | -3 | 0.8 | 7 | -0.1
CC(OC1=CC(=O)CCC1)C(=O)c1ccccc1 (stereo not given) | 4 | 1.1 | 3 | 0.0
COC(=O)c1c(NC(=O)C2CC2)sc(C(=O)Nc2cccc(C(F)(F)F)c2)c1C | -11 | 0.1 | -25 | -0.2
CCn1c2ccccc2c2cc(CN3CCN(S(=O)(=O)c4ccc5ccccc5c4)CC3)ccc21 | 6 | -0.2 | -2 | 0.1
O=C(N[C@@H]1c2ccccc2C2(CCN(C(=O)c3cncs3)CC2)[C@H]1O)c1ccccc1 | -1 | 3.1 | -5 | -0.1
O=S1(=O)CC(O)C(Nc2ccccc2O)C1 (stereo not given) | 14 | -0.9 | -7 | 0.1
COc1cccc(CC2(CCC(=O)NC(c3ccccc3)c3ccncc3)CCC(=O)N2)c1 (stereo not given) | 7 | -1.3 | -3 | -0.1
Cc1nn(-c2ccccc2)c2sc(C(=O)Oc3cccc4cccnc34)cc12 | 3 | -0.1 | 2 | -0.2
CCOC(=O)Cn1c(O)c(N=NC(N)=S)c2ccccc21 | 6 | 4.7 | -4 | -0.1
COCC(=O)NC1CC2CCC(C1)N2C(=S)Nc1ccc(C)cc1C (stereo not given) | 2 | 0.2 | 8 | -0.2
CCOC(=O)c1ccc(NC(=O)Cn2c(-n3nc(C)cc3C)nc(C)c(CC)c2=O)cc1 | -5 | -2.2 | 9 | 0.0
Cc1ccc2c(c1)CN(CCNC(=O)CCc1ccccn1)CC(C)O2 (stereo not given) | 6 | 1.2 | -11 | 0.1
CCCCNC(=O)C(CC)Sc1nc2n[nH]c(C)c2c(=N)n1-c1ccc(OC)cc1 (stereo not given) | -1 | 0.5 | -5 | 0.0
CCc1ccc(-c2nc3cc(NC(=O)c4ccc([N+](=O)[O-])c(C)c4)ccc3o2)cc1 | -5 | 3.1 | 3 | 0.0
O=C(COC(=O)c1cc(=O)c2ccccc2o1)Nc1ccc2c(c1)CCC2 | -4 | 0.6 | 6 | 0.0
CCOC(=O)c1ccc(Nc2c(-c3ccc(Cl)cc3)c(=O)c2=O)cc1 | 2 | 0.4 | -7 | -0.1
Cc1ccc(/C=N/N=C(/c2ccc(Cl)cc2)C23CN4CN(CN(C4)C2)C3)o1 | 5 | -0.5 | 2 | 0.1
COc1ccc(CC2(CCC(=O)N(C)Cc3ccccc3)CCC(=O)N2)cc1 (stereo not given) | -4 | 1.7 | 5 | -0.1
CCN(CC)C(=O)Cn1cnc2sc(C(=O)Nc3ccc(Br)cc3C)c(C)c2c1=O | 3 | 0.9 | -12 | 0.1
COC(=O)c1ccc(-n2ncnc2-c2ccc(Cl)c([N+](=O)[O-])c2)cc1 | -5 | -0.1 | -1 | -0.1
Cc1sc2ncn(CC(=O)N3CCN(Cc4ccc5c(c4)OCO5)CC3)c(=O)c2c1C | 21 | -1.4 | 6 | 0.2
CC1=CC(C)(C)NC(=O)N1c1ccc(OS(=O)(=O)c2ccc(C)cc2)cc1 | -8 | -0.3 | 4 | -0.1
COC(=O)C(C)N1C(=O)S/C(=C/c2cc(OC)c(OC)cc2[N+](=O)[O-])C1=O (stereo not given) | 14 | 0.5 | 2 | -0.4
COc1ccc(C2=NN(C(=O)CSc3nnc(CNC(=O)c4ccccc4)n3C)C(c3cccc(OC)c3OC)C2)cc1 (stereo not given) | 9 | 0.5 | 6 | 0.1
COC(=O)c1ccccc1NC(=O)c1ccc(NC(=O)C2CCCCC2)cc1 | -4 | -1.3 | -2 | -0.1
COc1ccc(C)cc1NC(=O)c1oc(=O)c2ccccc2c1-c1ccc(C)cc1 | 0 | 1.6 | 4 | 0.0
CCn1ccnc1N1CCN(C(=O)c2ccc(F)cc2)CC1 | 11 | 0.0 | 1 | 0.2
O=C(NC1(C(F)(F)F)NC(=O)N(Cc2ccccc2)C1=O)c1cccs1 (stereo not given) | -3 | 3.0 | 9 | -0.1
COc1cc(CNC2CCCC2)ccc1OCC(=O)NC(C)(C)C | 2 | -1.6 | 4 | 0.0

Overlap with the part before: two compounds, followed by the next part.
SMILES | MITF primary | GPR151 activ | TEAD-YAP block | FBW7 act
O=C(NC1(C(F)(F)F)NC(=O)N(Cc2ccccc2)C1=O)c1cccs1 (stereo not given) | -3 | 3.0 | 9 | -0.1
COc1cc(CNC2CCCC2)ccc1OCC(=O)NC(C)(C)C | 2 | -1.6 | 4 | 0.0
CC(=O)Nc1ccc(Nc2nc(-c3ccccn3)cs2)cc1 | 13 | -1.1 | -73 | -1.8
O=C(O)c1ccccc1C(=O)NCC(O)COc1ccc(Cl)cc1 (stereo not given) | 5 | 2.2 | -1 | -0.1
CC1(C)CC(=O)c2cnn(-c3ccc(F)cc3)c2C1 | -14 | 0.5 | -12 | 0.1
CC1=C(C(=O)Nc2cccc(C(F)(F)F)c2)C(c2ccc(C(C)(C)C)s2)C2=C(CC(C)(C)CC2=O)N1 (stereo not given) | -11 | -1.3 | 10 | 0.0
COc1ccc(Cc2noc(-c3cccnc3)n2)cc1OC | 9 | -1.5 | 3 | 0.3
Cc1oc(-c2ccccc2)cc1C(=O)NCC(=O)NC(C(=O)O)C(C)C (stereo not given) | 2 | -0.7 | -4 | 0.1
COc1ccc(CCCC(=O)Nc2cccc(C(=O)O)c2)cc1C | 11 | 3.7 | -57 | 0.1
CCOC(=O)c1sc(C)c2c1NC(c1ccc(SC)cc1)NC2=O (stereo not given) | -3 | 0.6 | -2 | 0.0
NS(=O)(=O)c1ccc(NC(=S)NCc2cccc(Cl)c2)cc1 | -2 | 0.6 | -3 | -0.4
O=C(Nc1ccc(Cl)cn1)c1ccc(Cl)cc1[N+](=O)[O-] | -1 | -0.6 | -56 | -0.1
Fc1ccc(NC(=S)NC2CC2)cc1 | 12 | -0.8 | 3 | 0.5
CCCn1c(=O)c(C(=O)Nn2c(Cc3ccccc3)nc3ccccc3c2=O)c(O)c2ccccc21 | -1 | 0.4 | 4 | -0.1
Cc1ccc(-n2c(=S)sc3c(=O)n(-c4ccccc4C)c(SCC(=O)Nc4nccs4)nc32)cc1C | -12 | -0.6 | -11 | 0.0
COc1ccc2c(c1)CCC(C1(O)C(=O)Nc3ccccc31)C2=O (stereo not given) | -4 | 1.3 | 5 | 0.3
Cc1cccc(-c2nnc(SCC(=O)Nc3ccc(C(=O)O)cc3)n2C)c1 | 10 | 1.5 | 1 | 0.1

Arranged by heavy-atom count (lowest first): some entries from above.
SMILES | MITF primary | GPR151 activ | TEAD-YAP block | FBW7 act
Fc1ccc(NC(=S)NC2CC2)cc1 | 12 | -0.8 | 3 | 0.5
O=C(Nc1ccc(Cl)cn1)c1ccc(Cl)cc1[N+](=O)[O-] | -1 | -0.6 | -56 | -0.1
COc1ccc(Cc2noc(-c3cccnc3)n2)cc1OC | 9 | -1.5 | 3 | 0.3
O=C(O)c1ccccc1C(=O)NCC(O)COc1ccc(Cl)cc1 (stereo not given) | 5 | 2.2 | -1 | -0.1
Cc1oc(-c2ccccc2)cc1C(=O)NCC(=O)NC(C(=O)O)C(C)C (stereo not given) | 2 | -0.7 | -4 | 0.1
Cc1ccc(-n2c(=S)sc3c(=O)n(-c4ccccc4C)c(SCC(=O)Nc4nccs4)nc32)cc1C | -12 | -0.6 | -11 | 0.0

(listing goes on)
SMILES | MITF primary | GPR151 activ | TEAD-YAP block | FBW7 act
Cc1ccc(CN2CCN(CC(=O)NCCc3ccc(Cl)cc3)C2=O)cc1 | -12 | 0.4 | -1 | 0.0
Cc1ccc(C)c(-n2[nH]nnc2=S)c1 | 16 | 1.1 | 6 | 0.2
COc1cc(C2C3=C(CC(C)(C)CC3=O)Nc3ccc4ncccc4c32)ccc1OCc1ccccc1 (stereo not given) | -12 | -0.3 | -3 | -0.1
N#CCCNc1ccc(OCCC#N)cc1 | -4 | 2.2 | -7 | -0.2
O=C(CSc1nc(-c2ccccc2)c2cc(Cl)ccc2n1)N1CCCc2ccccc21 | 15 | 0.4 | 0 | 0.1
Cc1ccc(C)c(C(=O)N2CCc3ccccc32)c1 | -8 | 0.0 | 13 | -0.3
O=[N+]([O-])c1cc2c(cc1/C=N/Nc1ncc(Cl)cc1Cl)OCO2 | -3 | 2.0 | 5 | -0.1
CN(C)CC(C)(C)CNC(=O)c1cc(C(F)(F)F)cc(C(F)(F)F)c1 | 20 | -1.0 | 4 | 0.3
CN1CCN(c2ccc(Cl)cc2NC(=O)CN2C(=O)C3C4C=CC(C4)C3C2=O)CC1 (stereo not given) | -1 | 0.8 | 6 | 0.2
CCOC(=O)N1CCN(C(=O)C2CCC(=O)N2C(C)C)CC1 (stereo not given) | 3 | 1.2 | 1 | -0.2
Cc1cc(/C=N/NC(=O)c2cccnc2)c(C)n1-c1ccccc1 | 2 | 1.8 | -18 | -0.1
Cc1cc(C)cc(N2C(=O)c3ccccc3NC2c2ccc3c(c2)OCO3)c1 (stereo not given) | 2 | -1.3 | -15 | 0.0
CC1=C(C(=O)OCc2ccccc2)C(c2cccc(Cl)c2)C(C#N)=C(N)O1 (stereo not given) | -6 | -0.1 | -2 | -0.1
COc1ccc(C2(C(=O)NC3CCCCC3)CCOCC2)cc1 | -9 | 0.4 | -4 | -0.1
O=C(CN1CCCC1)Nc1ccc2ccccc2c1 | 13 | -2.9 | -68 | -0.2
COc1ccc(C2=NN(C(C)=O)C(c3cc4ccccc4nc3Cl)C2)cc1OC (stereo not given) | 11 | 0.3 | 0 | -0.1
